Screening data (PubChem BioAssay)
GlmU inhibition: inhibition of mycobacterial GlmU enzyme – biochemical, glucosamine-1-phosphate acetyltransferase (AID 1376). Bifunctional protein GlmU (Mycobacterium tuberculosis (strain ATCC 25618 / H37Rv)). M. tuberculosis GlmU acetyltransferase enzyme assay; higher % means a stronger effect. one-dose inhibition, %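 (tested at 30 µM in the primary screen)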; IC50 in µM for titrated hits. 220,000 compounds, 0.25% hits; in the data active means inhibition above about 13%;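 further: 0% = complete reaction with vehicle and 100% = reaction without substrate; strong numbers were not always called active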
Mtb RmlCD inh: M. tuberculosis RmlC/RmlD coupled enzyme inhibitors, primary screen, biochemical, compound mixtures, 384-well, from 1536-well plates; dTDP-4-dehydrorhamnose reductase (Mycobacterium tuberculosis (strain ATCC 25618 / H37Rv)) …; RmlC+RmlD coupled enzyme assay, percent inhibition; primary screen in compound mixtures; inhibition, % at 3.6 µM; 160,000 compounds, 0.03% hits; in the data active means inhibition mostly above about 34%, no sharp cut-off; further: some results filed as inactive read as strong as hits
Target sequence (P9WH09 whole entry, looked up): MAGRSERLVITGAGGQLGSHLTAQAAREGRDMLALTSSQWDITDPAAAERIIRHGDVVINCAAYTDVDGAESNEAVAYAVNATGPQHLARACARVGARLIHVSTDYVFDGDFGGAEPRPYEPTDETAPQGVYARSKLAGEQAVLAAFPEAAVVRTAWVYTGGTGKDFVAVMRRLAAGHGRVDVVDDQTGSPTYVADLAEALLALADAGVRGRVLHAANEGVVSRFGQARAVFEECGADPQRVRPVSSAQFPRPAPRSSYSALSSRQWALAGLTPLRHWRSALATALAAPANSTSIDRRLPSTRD
Target sequence (P9WH11 whole entry, looked up): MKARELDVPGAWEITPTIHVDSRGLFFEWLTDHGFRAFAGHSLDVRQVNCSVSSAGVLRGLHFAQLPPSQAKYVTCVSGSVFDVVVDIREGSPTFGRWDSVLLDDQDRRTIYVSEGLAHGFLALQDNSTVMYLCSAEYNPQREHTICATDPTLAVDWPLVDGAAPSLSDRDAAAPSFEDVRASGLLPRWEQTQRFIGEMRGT
* marks the source's active call; other numbers are inactive results.

What do the screens show for `COc1cc(O)c(C(CCN2CCN(c3ccccc3)CC2)c2ccc3c(c2)OCO3)c(OC)c1` (stereo not drawn)?
GlmU inhibition: 9.5%; Mtb RmlCD inh: -10

How did CCCC(=O)OCC(=O)Nc1cc(C(C)(C)C)nn1-c1ccccc1 do in these assays?
GlmU inhibition: 2.2%

What do the screens show for `CC1CC(C)CN(CCCNC(=O)c2cc3c(=O)[nH]c4ccccc4c3n2C)C1` (stereo not drawn)?
GlmU inhibition: -4.3%; Mtb RmlCD inh: 1

Results for Cc1cccc(Nc2nc(N3CCCCC3)nc(N3CCCCC3)n2)c1 ?
GlmU inhibition: 2.8%

What do the screens show for `COc1ccc(NC(=O)C(C)SCc2ccccc2)cc1` (stereo not drawn)?
GlmU inhibition: -4.8%; Mtb RmlCD inh: -4

What do the screens show for `CC(C)OCCCN1C(=O)c2ccccc2C1C(=O)NC1CCCCC1` (stereo not drawn)?
GlmU inhibition: 1.9%; Mtb RmlCD inh: -4

How did Cc1ccc(-n2nnc3c(=O)n(CC(=O)NCC4CCCO4)cnc32)cc1 (stereo not drawn) do in these assays?
GlmU inhibition: 4.1%; Mtb RmlCD inh: 0

How did O=C(OCC(=O)N1CCCCCC1)c1ccc(S(=O)(=O)N2CCOCC2)cc1 do in these assays?
GlmU inhibition: 6.4%; Mtb RmlCD inh: 6

How did CCSc1nc2nc(C)cc(C)n2n1 do in these assays?
GlmU inhibition: -3.4%; Mtb RmlCD inh: -3

What do the screens show for `COc1ccc(C(=O)N/C(=C/c2cccc3ccccc23)C(=O)NCCc2c[nH]c3ccccc23)cc1OC`?
GlmU inhibition: -1.1%; Mtb RmlCD inh: -9

How did CNS(=O)(=O)c1cccc(C(=O)OCC(=O)Nc2cc(F)ccc2F)c1 do in these assays?
GlmU inhibition: 3.9%; Mtb RmlCD inh: -7

Results for CC(C)c1onc(C(=O)N(C)C2CCCCC2)c1[N+](=O)[O-] ?
GlmU inhibition: -6.8%

Results for Fc1ccc(CSc2nsc(SCc3ccc(F)cc3)n2)cc1 ?
GlmU inhibition: -5.5%

What do the screens show for `CCn1cc(C(=O)N=c2sc3ccccc3n2C)c(=O)c2ccc(C)nc21`?
GlmU inhibition: 10%

How did CN1c2ccccc2C(O)=C(C(=O)Nc2ccccc2)S1(=O)=O do in these assays?
GlmU inhibition: 6.0%

A draw from above in order of length of the SMILES, smallest number first:
How did CCSc1nc2nc(C)cc(C)n2n1 do in these assays?
GlmU inhibition: -3.4%; Mtb RmlCD inh: -3

What do the screens show for `COc1ccc(NC(=O)C(C)SCc2ccccc2)cc1` (stereo not drawn)?
GlmU inhibition: -4.8%; Mtb RmlCD inh: -4

Results for Fc1ccc(CSc2nsc(SCc3ccc(F)cc3)n2)cc1 ?
GlmU inhibition: -5.5%

What do the screens show for `CC(C)OCCCN1C(=O)c2ccccc2C1C(=O)NC1CCCCC1` (stereo not drawn)?
GlmU inhibition: 1.9%; Mtb RmlCD inh: -4

How did CN1c2ccccc2C(O)=C(C(=O)Nc2ccccc2)S1(=O)=O do in these assays?
GlmU inhibition: 6.0%

How did CCCC(=O)OCC(=O)Nc1cc(C(C)(C)C)nn1-c1ccccc1 do in these assays?
GlmU inhibition: 2.2%

Results for CC(C)c1onc(C(=O)N(C)C2CCCCC2)c1[N+](=O)[O-] ?
GlmU inhibition: -6.8%

How did CNS(=O)(=O)c1cccc(C(=O)OCC(=O)Nc2cc(F)ccc2F)c1 do in these assays?
GlmU inhibition: 3.9%; Mtb RmlCD inh: -7

How did O=C(OCC(=O)N1CCCCCC1)c1ccc(S(=O)(=O)N2CCOCC2)cc1 do in these assays?
GlmU inhibition: 6.4%; Mtb RmlCD inh: 6

What do the screens show for `CC1CC(C)CN(CCCNC(=O)c2cc3c(=O)[nH]c4ccccc4c3n2C)C1` (stereo not drawn)?
GlmU inhibition: -4.3%; Mtb RmlCD inh: 1

What do the screens show for `COc1cc(O)c(C(CCN2CCN(c3ccccc3)CC2)c2ccc3c(c2)OCO3)c(OC)c1` (stereo not drawn)?
GlmU inhibition: 9.5%; Mtb RmlCD inh: -10

What do the screens show for `COc1ccc(C(=O)N/C(=C/c2cccc3ccccc23)C(=O)NCCc2c[nH]c3ccccc23)cc1OC`?
GlmU inhibition: -1.1%; Mtb RmlCD inh: -9

Continuation.
How did CCOC(=O)c1sc(NC(=O)CN2C(=O)NC3(CC(C)CC(C)(C)C3)C2=O)c(C(=O)OCC)c1C (stereo not drawn) do in these assays?
GlmU inhibition: -5.2%; Mtb RmlCD inh: 11

What do the screens show for `CNC(=O)/C(C#N)=c1\s/c(=C/C(=O)OC)c(=O)n1-c1ccccc1`?
GlmU inhibition: 0.8%

How did Cc1cccc(C)c1NCc1n[nH]c(=S)n1-c1ccccc1 do in these assays?
GlmU inhibition: -0.2%; Mtb RmlCD inh: -6

Results for COc1cc(OC)cc(C(=O)NCCSCc2ccco2)c1 ?
GlmU inhibition: 3.2%; Mtb RmlCD inh: -6

How did Cc1cc(C#N)c(C)c(SCc2[nH]nc3c2C(c2ccccc2)C(C#N)=C(N)O3)n1 (stereo not drawn) do in these assays?
GlmU inhibition: 1.1%

What do the screens show for `CC1CCN(C(=S)c2ccc3c(c2)OCO3)CC1`?
GlmU inhibition: 4.7%; Mtb RmlCD inh: 15

What do the screens show for `O=C(COC(=O)CSc1nnc(-c2ccc(Cl)cc2)o1)NCc1ccc2c(c1)OCO2`?
GlmU inhibition: 5.5%

Results for CCOc1ccc2nc(N3CCCN(C(=O)Nc4ccccc4C)CC3)c(C#N)cc2c1 ?
GlmU inhibition: -1.2%

How did Cc1ccc(SCCNC(=O)C(CO)(CO)CO)cc1 do in these assays?
GlmU inhibition: -3.4%; Mtb RmlCD inh: 3

Results for CCC1=Nc2cc(C(=O)NCc3ccco3)ccc2Sc2ccc(Cl)cc21 ?
GlmU inhibition: 2.3%; Mtb RmlCD inh: -10

Results for O=C(CCC1CCCCC1)NCc1cccs1 ?
GlmU inhibition: 5.3%

What do the screens show for `O=C(O)c1cc(/C=C/c2ccc(N3CCOCC3)cc2)nc2ccccc12`?
GlmU inhibition: 5.3%; Mtb RmlCD inh: 5

Results for CC12CCC(C(=O)NCCCn3ccnc3)(OC1=O)C2(C)C (stereo not drawn) ?
GlmU inhibition: 4.0%

How did COCCNc1ncnc2c1cnn2-c1ccc(Cl)cc1 do in these assays?
GlmU inhibition: -0.7%; Mtb RmlCD inh: -4

Results for O=C(CN1C(=O)C2CC=CCC2C1=O)Nc1ccc(S(=O)(=O)Nc2ncccn2)cc1 (stereo not drawn) ?
GlmU inhibition: -3.8%

Results for COC(=O)C(O)(c1ccc(NC(=O)NC2CCCCC2)cc1)C(F)(F)F (stereo not drawn) ?
GlmU inhibition: 4.2%

How did Cc1[nH]c2ccc(F)cc2c1CCN(Cc1ccncc1)C(=S)Nc1ccc(F)cc1 do in these assays?
GlmU inhibition: -4.5%; Mtb RmlCD inh: 9

What do the screens show for `CCCc1[nH]n(-c2ccc(F)cc2)c(=O)c1C=Nc1ccc(C)cc1`?
GlmU inhibition: 3.0%

Results for CC(=O)NS(=O)(=O)c1ccc(NC(=O)/C=C/c2ccco2)cc1 ?
GlmU inhibition: -0.5%; Mtb RmlCD inh: -11

How did Cc1nc(-c2noc(-c3ccccc3Cl)n2)c(C(F)(F)F)o1 do in these assays?
Mtb RmlCD inh: 44

Results for COc1cc(C(=O)Nc2sc3c(c2C(=O)NCc2ccco2)CCCC3)cc(OC)c1OC ?
GlmU inhibition: 0.9%; Mtb RmlCD inh: 21

What do the screens show for `CCC(C)(C)n1nnnc1C(C(C)C)N(CCN1CCOCC1)Cc1cc2cccc(C)c2[nH]c1=O` (stereo not drawn)?
GlmU inhibition: 2.2%; Mtb RmlCD inh: 2

How did O=C(Cc1ccccc1)Nn1c(O)c(/C=C2\C=Nc3ccccc32)sc1=S do in these assays?
GlmU inhibition: -4.6%; Mtb RmlCD inh: -6

How did Nc1nc(-c2ccccn2)nc(N)c1Cc1ccc(Cl)cc1Cl do in these assays?
GlmU inhibition: -6.8%; Mtb RmlCD inh: -11

Results for O=C(c1ccc(Br)o1)N1CCN(c2ccc3nnc(-c4ccc(F)cc4)n3n2)CC1 ?
GlmU inhibition: -2.5%; Mtb RmlCD inh: 7

What do the screens show for `Cc1nc(SCC(=O)N2CCc3ccccc32)n[nH]1`?
GlmU inhibition: 0.6%; Mtb RmlCD inh: -5

Results for Cc1ccc(NC(=O)C(C)N=C2NS(=O)(=O)c3ccccc32)cc1 (stereo not drawn) ?
GlmU inhibition: 1.5%; Mtb RmlCD inh: -12

How did COc1ccc(-c2nnc3ccc(SCC(=O)Nc4cc(C)on4)nn23)cc1 do in these assays?
GlmU inhibition: 1.0%; Mtb RmlCD inh: 5

How did Cc1cc(C)nc(N/N=C/c2ccccc2OCc2ccccc2)n1 do in these assays?
GlmU inhibition: -3.1%; Mtb RmlCD inh: -1

Results for Cn1cc(CNCc2cnc3ccccn23)c(-c2ccc(Oc3ccccc3)cc2)n1 ?
GlmU inhibition: 10.0%; Mtb RmlCD inh: -5

How did O=C(NC(Nc1nc2ccc([N+](=O)[O-])cc2s1)(C(F)(F)F)C(F)(F)F)c1ccccc1Cl do in these assays?
GlmU inhibition: 3.0%; Mtb RmlCD inh: 6

How did CCN1C(=O)N(CC)C(=O)C2(Cc3ccccc3N3CCN(c4ccccc4)CC32)C1=O (stereo not drawn) do in these assays?
GlmU inhibition: 2.8%; Mtb RmlCD inh: 18

How did COc1nc(NCCN2CCOCC2)nc(Nc2ccc([N+](=O)[O-])cc2)n1 do in these assays?
GlmU inhibition: -0.3%; Mtb RmlCD inh: 11

Results for COc1ccc(C(=O)COC(=O)CCN2C(=O)[C@@H]3[C@H](C2=O)[C@@H]2C[C@H]3C(Br)C2Br)cc1 (stereo partly drawn) ?
GlmU inhibition: -0.8%

Results for CN1C(=O)c2ccccc2C(C(=O)NCCCN2CCCC2=O)C1c1c[nH]c2ccccc12 (stereo not drawn) ?
GlmU inhibition: -2.2%; Mtb RmlCD inh: -7

How did O=C(NC12CC3CC(CC(C3)C1)C2)N1CCN(C2CCCCC2)CC1 do in these assays?
GlmU inhibition: -2.9%; Mtb RmlCD inh: -9

Results for COCCN1C(=O)N[C@@H](c2ccco2)C(C(=O)OC)=C1C ?
GlmU inhibition: -2.9%

How did C=C1SC(Nc2c(C)cc(C)cc2C)=NC12CCCCC2 do in these assays?
GlmU inhibition: 0.1%; Mtb RmlCD inh: -4

How did COc1cc(C2C(C#N)=C(N)Oc3n[nH]c(C)c32)ccc1OC(=O)c1ccccc1 (stereo not drawn) do in these assays?
GlmU inhibition: 0.6%

What do the screens show for `O=C(COc1ccccc1C(=O)c1cnn(-c2ccccc2)c1)Nc1ccccc1`?
GlmU inhibition: -6.8%; Mtb RmlCD inh: -4

How did S=C(NCc1ccco1)N1CCN(c2ccccc2Cl)CC1 do in these assays?
GlmU inhibition: 3.3%; Mtb RmlCD inh: -9

How did Clc1ccc2nc(CSc3nncn3-c3ccccc3)cn2c1 do in these assays?
GlmU inhibition: -6.0%; Mtb RmlCD inh: -7

What do the screens show for `COc1ccccc1Cn1c(CCCO)nc2ccccc21`?
GlmU inhibition: -3.5%

What do the screens show for `O=C(Nc1cc([N+](=O)[O-])ccc1N1CCCC1)c1ccccc1`?
GlmU inhibition: -4.6%; Mtb RmlCD inh: -7

What do the screens show for `Fc1ccc(CNC(=S)Nc2cccc(Cl)c2)cc1`?
GlmU inhibition: -2.8%

How did CCC(C)n1ncn(-c2ccc(N3CCN(c4ccc(OC)cc4)CC3)cc2)c1=O (stereo not drawn) do in these assays?
GlmU inhibition: 0.8%

Results for CCCCC(=O)C1=C(N2CCCC2)CC(C)(C)CC1=O ?
GlmU inhibition: -0.4%

Results for NC(=O)c1ncc(C(F)(F)F)cc1Oc1cccc(F)c1 ?
GlmU inhibition: 1.4%

Results for Nc1c2c(nc3ccccc13)N(C1CCCCC1)CC2 ?
GlmU inhibition: 2.6%; Mtb RmlCD inh: 14

Results for Cc1ccc(C(=O)Nc2ccccc2C(=O)N2CCCC2)cc1[N+](=O)[O-] ?
GlmU inhibition: 2.6%; Mtb RmlCD inh: -11

What do the screens show for `Cc1nc(SCN2C(=O)c3ccccc3C2=O)n[nH]1`?
GlmU inhibition: 0.3%; Mtb RmlCD inh: 1

What do the screens show for `CCOC(=O)c1c(C)[nH]c(C)c1C(=O)COC(=O)c1cccc(S(=O)(=O)NC)c1`?
GlmU inhibition: 2.6%; Mtb RmlCD inh: -15

What do the screens show for `Cc1ccc(-c2nnc3sc(CCc4ccccc4)nn23)cc1`?
GlmU inhibition: 1.2%; Mtb RmlCD inh: 13

How did CCOCCCNC(=O)C1CCC(CNS(=O)(=O)c2ccc(F)cc2)CC1 (stereo not drawn) do in these assays?
GlmU inhibition: 1.9%; Mtb RmlCD inh: -16

Results for O=C(Cc1ccccc1)NCC(=O)OCC(=O)c1ccc([N+](=O)[O-])cc1 ?
GlmU inhibition: 5.1%; Mtb RmlCD inh: 4

How did O=C1S/C(=C\c2ccc(O)c([N+](=O)[O-])c2)C(=O)N1c1ccccc1Cl do in these assays?
GlmU inhibition: 4.8%; Mtb RmlCD inh: -16

What do the screens show for `Cc1ccc(C(=O)N(Cc2nc(-c3ccc(C)cc3)no2)C(C)C)cc1`?
GlmU inhibition: 2.9%

Results for Cc1ccc(S(=O)(=O)c2ccc(Cl)cc2)cc1S(=O)(=O)N(C)CC(=O)O ?
GlmU inhibition: -8.4%

Results for Cc1noc(C)c1C(=O)OCC(=O)NC1CC1 ?
GlmU inhibition: 1.9%; Mtb RmlCD inh: 15

How did CCS(=O)(=O)N1CCC(c2nc(-c3ccc(C)cc3)no2)CC1 do in these assays?
Mtb RmlCD inh: 21

What do the screens show for `Cc1cc(C(F)F)n2ncc(C(=O)NCCc3ccccc3Cl)c2n1`?
GlmU inhibition: 2.3%

Some of the compounds tested; rates above refer to the full screens.
